Compound activity from PubChem BioAssay.
Phagocyt inh: blocks phagocytosis by macrophages; J774A.1 macrophage IgG-bead phagocytosis, imaging; 110,000 compounds, 0.07% hits; inhibition, % at 5 µM;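 active = inhibition above the mean of the plate negative controls plus 5 SD, cut at about 13% in these data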;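 note: phagocytic index as fraction of beads internalized from green versus red external bead signal; plate controls were DMSO negative control for no effect and cytochalasin-D positive control for full effect; some results beyond the cut were filed as inactive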
PTEN del growth: suppresses growth of cells with PTEN deletion | HCT116 PTEN-null viability, CellTiter-Glo, 60 h; active compounds read low | viability, % at 10 µM | 140,000 compounds, 1.2% hits | AID 827;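 active = viability at or below a set limit, 4 SD under the median of all tested compounds, cut at about 3.7% in these data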;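 note: PTEN knockout HCT116 line with beta catenin targeted HCT116 as companion control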
bCat KO growth: beta-catenin-lacking colon tumor cell growth suppression; HCT116 beta-catenin knockout viability, CellTiter-Glo, 60 h; active compounds read low; viability, % at 10 µM; 140,000 compounds, 1.5% hits; AID 818;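 active = viability at or under a set limit, the compound median less 4 SD, cut at about 6% in these data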;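 note: 0% = Hyamine 1622 control at 20 µM and 100% = untreated cell control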
E-sel TNF inh: TNF alpha driven E-selectin expression inhibition; HUVEC TNFa-induced E-selectin immunofluorescence, high content; inhibition, % at 2 µM; 120,000 compounds, 0.71% hits; AID 1246;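 active = inhibition above the batch mean plus 3 SD, and confirmed as a hit on visual image review, cut at about 43% in these data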;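 note: 0% = TNF-stimulated DMSO wells and 100% = unstimulated control wells; not every result past the cut was called active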
Measles CPE: protection of cells from measles virus | Measles virus-infected cells, CPE protection, absorbance | protection (pct of control), % at 4 µM | 140,000 compounds, 1.5% hits; in the data active = protection mostly above about 24%, no sharp cut-off; inactive = mostly below about 26%; note: some compounds called inactive have numbers as strong as hits
NPY-Y2 antag: blocks the human neuropeptide Y Y2 receptor | NPY-Y2 expressing cells, antagonist mode | inhibition, % at 2.7 µM | 140,000 compounds, 0.99% hits | P49146; in the data active = inhibition above about 17%;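 note: 0% = vehicle with agonist challenge and 100% = reference antagonist with challenge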
Target sequence (P49146 whole entry, looked up): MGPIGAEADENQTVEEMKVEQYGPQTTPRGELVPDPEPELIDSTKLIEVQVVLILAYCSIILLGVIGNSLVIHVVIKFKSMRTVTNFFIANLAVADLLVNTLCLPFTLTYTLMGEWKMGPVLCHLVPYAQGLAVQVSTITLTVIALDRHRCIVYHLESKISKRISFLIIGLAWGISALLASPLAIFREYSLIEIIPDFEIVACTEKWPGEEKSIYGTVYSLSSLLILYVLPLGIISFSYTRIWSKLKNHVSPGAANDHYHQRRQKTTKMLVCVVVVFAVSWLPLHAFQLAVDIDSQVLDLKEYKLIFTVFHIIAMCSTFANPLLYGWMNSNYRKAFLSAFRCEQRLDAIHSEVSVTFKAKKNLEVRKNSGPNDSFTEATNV
BB579 growth dn: reduces growth of yeast BB579 in restrictive medium. inhibition, % at 10 µM. S. cerevisiae BB579 growth, OD615, 48 h. AID 804. 140,000 compounds, 0.51% hits;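 active = inhibition above a set limit, 3 SD over the mean compound inhibition, cut at about 44% in these data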; note: inactives centre near -24
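test system = yeast BB579 (DeaD) | buffer or medium = restrictive CSMM-D medium | doses = single compound dose of 10 µM, 0.25% DMSO final | times = 4 h preincubation and 48 h exposure at 30 °C | technique = culture absorbance at 615 nm | benchmarks = amphotericin B 10 µg/mL, positive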
MRP-1 activ: activators of MRP-1 | H69AR cells + doxorubicin, viability rescue, CellTiter-Glo | 140,000 compounds, 0.61% hits | AID 799 | viability increase, % at 10 µM;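 active = viability gain under doxorubicin at or above a set limit, the compound median plus 3 SD, cut at about 4.7% in these data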;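 note: MRP-1 overexpressing cells given doxorubicin 25 µM after compound pretreatment; 18-22 h compound pretreatment then 72 h with doxorubicin before readout; 0% = doxorubicin-only wells and 100% = vehicle-treated cells without doxorubicin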
Yeast life ext: extends the lifespan of yeast; S. cerevisiae growth with nicotinamide, OD615; deaD strain in restrictive glucose medium; inhibition of the nicotinamide effect, % at 10 µM; 130,000 compounds, 0.68% hits; AID 775;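 active = inhibition above a set limit, placed 3 SD over the median of all compounds, cut at about 26% in these data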;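 note: 0% = nicotinamide-treated wells and 100% = cells grown without nicotinamide; some compounds called inactive have numbers as strong as hits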
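assay system = DeaD-strain S. cerevisiae | measured by = absorbance at 615 nm | probe or stimulus = nicotinamide 1.5 mM | buffer or medium = CSMM-D glucose medium, restrictive | times = 48 h at 30 °C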
GALR2 antag: antagonists of human galanin receptor 2 (GALR2); O43603; GALR2-expressing cells, antagonist mode; inhibition, % at 4 µM; 140,000 compounds, 0.39% hits; AID 828; in the data active = inhibition above about 27%;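 note: cells stimulated with galanin 1-16 at roughly its EC80; 0% = agonist challenge control and 100% = basal control without agonist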
Target sequence (O43603 whole entry, looked up): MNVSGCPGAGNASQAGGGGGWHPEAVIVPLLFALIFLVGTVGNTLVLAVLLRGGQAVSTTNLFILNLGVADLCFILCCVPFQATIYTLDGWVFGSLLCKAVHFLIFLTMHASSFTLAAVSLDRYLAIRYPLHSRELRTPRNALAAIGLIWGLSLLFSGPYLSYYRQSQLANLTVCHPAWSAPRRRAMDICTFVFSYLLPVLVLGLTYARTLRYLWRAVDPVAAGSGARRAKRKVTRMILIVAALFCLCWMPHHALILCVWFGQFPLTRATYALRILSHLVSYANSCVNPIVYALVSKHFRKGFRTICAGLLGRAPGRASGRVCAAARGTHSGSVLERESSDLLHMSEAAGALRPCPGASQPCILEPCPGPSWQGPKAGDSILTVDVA
The depositor's hits bear a star; x = no result given.

Each structure is followed by: Phagocyt inh, PTEN del growth, bCat KO growth, E-sel TNF inh, Measles CPE, NPY-Y2 antag, BB579 growth dn, MRP-1 activ, Yeast life ext, GALR2 antag
1) COC(=O)CC1COc2ccccc2N1C(=O)c1ccc(OC)cc1 (configuration not stated)
  x, 103, 105, 29, 4, 1, -65, -1.5, 7, -2
2) S=C(NCc1ccccc1)NCc1ccccc1
  1, 97, 96, 15, 14, 1, -27, 0.2, -9, -4
3) CCC(=O)Nc1cccc(C(=O)/C=C/c2ccccc2)c1
  x, 1.4*, 1.6*, -13, 8, 4, -13, -5.3, -9, 22
4) COc1cc([N+](=O)[O-])ccc1NC(=S)NCc1ccccn1
  0, 90, 90, -4, 11, 1, -16, -1.6, -4, -5
5) Cc1ccc(O)c(C(=O)c2cnc3c(c2)c(C)nn3-c2ccccc2)c1
  -4, 85, 80, -14, 14, 3, -14, -1.6, -7, 0
6) Cc1ccc(-c2nnc3ccc(SCC(=O)NCc4ccco4)nn23)cc1
  0, 88, 98, -32, 16, 2, -15, -0.9, -7, 8
7) COc1ccc(CN2CCN(c3ccccn3)CC2)c(OC)c1
  0, 70, 75, -13, 14, 7, -49, -0.7, -5, 19
8) O=C(CCN1C(=O)C2C3C=CC(C4CC34)C2C1=O)Oc1cccc2cccnc12 (configuration not stated)
  -3, 8, 21, -19, 5, 6, 4, -5.5, 2, -2
9) O=C(NC1CCCCC1)c1ccc2c(=O)n(CC3CCCO3)c(=O)[nH]c2c1 (configuration not stated)
  -2, 111, 85, 4, 16, 1, -40, -0.9, -11, 6
10) CCOc1cc(/C=N/NC(=O)CNc2cccc(C)c2)ccc1OC(=O)c1ccccc1
  x, 74, 54, 7, 4, -4, -37, -2.5, -26, -3
11) CCOc1ccccc1Nc1cc(C)nc2nc(C)nn12
  x, 101, 88, -15, 10, 4, -34, -3.1, 1, 3
12) Cc1c(C(=O)N2CCOCC2)oc2c1C(=O)CC(C)(C)C2
  0, 88, 89, 10, 15, 1, -34, -2.6, -11, 1
13) Nc1nc(NCc2ccccc2)nc(-c2ccccc2)n1
  0, 87, 80, -32, 2, 2, -41, -0.6, -15, 1
14) Cc1ccccc1-c1nnc(-c2ccc(Cl)cc2)o1
  x, 76, 67, 5, 7, 4, 4, -3.3, -4, 6
15) O=C(NCc1ccccc1)c1csc2c1CCCCC2
  -1, 64, 76, 39, 13, 2, -12, 1.2, -12, -6
16) CCOC(=O)N1CCN(C(=O)c2ccc(N3C(=O)c4ccccc4C3=O)cc2)CC1
  0, 103, 98, -22, 10, 2, -4, -0.1, -5, 2
17) Cc1cc(C)c([N+](=O)[O-])cc1-c1ccc(/C=N/NC(=O)c2nonc2N)o1
  -1, 80, 90, -15, 5, 5, -13, -2.7, -14, -9
18) Cc1nc2nc(-c3cccnc3)[nH]n2c(=O)c1Cc1ccccc1
  -4, 104, 110, 3, 6, 2, 6, -1.0, -12, -8
19) C=CCSc1nnc(Cn2c(=O)sc3ccccc32)n1C
  x, 93, 93, -36, 12, 7, -20, -1.4, 1, 5
20) COc1ccc2c(c1OC)C(=O)OC2Nc1ccccc1S(=O)(=O)C(F)F (configuration not stated)
  0, 95, 94, x, 11, 2, -6, -2.0, -6, 18

(listing goes on)
Each structure is followed by: Phagocyt inh, PTEN del growth, bCat KO growth, E-sel TNF inh, Measles CPE, NPY-Y2 antag, BB579 growth dn, MRP-1 activ, Yeast life ext, GALR2 antag
21) CN(C)C(CNC(=O)NC1CCCCC1)c1cccnc1 (configuration not stated)
  x, 80, 89, x, 12, 2, -36, -0.8, 2, -4
22) CCCOc1ccc(NC(=O)CC2C(=O)N(C)C(=S)N2Cc2ccc3c(c2)OCO3)cc1 (configuration not stated)
  -10, 45, 47, x, 8, 0, -62, -4.1, 3, -13
23) CCCOc1ccccc1NC(=O)c1ccc(N)cc1
  -1, 101, 103, -24, 5, 2, -30, -0.1, -11, -8
24) Cc1ccc(C2N3CC4([N+](=O)[O-])CN2CC([N+](=O)[O-])(C3)C4(C)C)cc1 (configuration not stated)
  -7, 98, 97, x, 4, 3, -17, -2.3, 6, 8
25) O=c1cc(O)c(-c2ccccc2)c(Cl)[nH]1
  -2, 96, 102, -1, 4, 2, -19, -2.3, -8, -8
26) COC(=O)CSc1nc(-c2ccccc2)cc(-c2ccco2)c1C#N
  3, 93, 72, 23, 4, 21*, -10, -3.5, -19, -1
27) CCOC(=O)N1CCC(Nc2c(NCCCN(CC)c3cccc(C)c3)c(=O)c2=O)CC1
  -1, 64, 50, -5, 3, 2, -6, -4.2, -5, -6
28) CCCCOc1cccc(/C=N/NC(=O)c2csc(C)c2C)c1
  -1, 80, 91, -45, 18, 4, -41, -0.7, 6, -4
29) CCc1nc(-c2ccc(-c3ccc(OC)cc3)nc2OC)no1
  x, 91, 89, 14, 12, 6, -21, 2.3, -10, -22
30) CCC(C)NC(=O)c1cc(C)no1 (configuration not stated)
  -1, 84, 92, 2, 24, -3, -36, -0.1, -5, 4
31) CS(=O)(=O)Nc1ccc(C(=O)N2CCN(c3ccccc3F)CC2)cc1
  -1, 88, 93, 10, 4, 1, -32, -1.0, -1, -3
32) CC(C)(C)NC(=O)CN(C(=O)CS(=O)CC(=O)Nc1ccc(F)cc1)c1ccc(Cl)cc1 (configuration not stated)
  -1, 102, 91, -12, 8, 1, -41, -1.4, -7, 0
33) CSc1nc(-c2ccc(F)cc2)cc(=O)[nH]1
  -5, 100, 94, 5, 3, 4, 6, 1.5, -5, -1
34) COc1cccc2sc(NNC(=O)c3nc4ccccc4s3)nc12
  x, 12, 15, 12, 9, 2, 16, -4.3, -1, 9
35) Cc1ccnc(NC(=O)CCC(=O)N(CC(=O)NCCc2ccccc2)Cc2ccco2)c1
  1, 79, 89, 2, 5, 1, -28, -4.2, -6, 14
36) O=C(NCc1ccco1)c1ccc2c(=O)n(CCC3=CCCCC3)c(=O)[nH]c2c1
  -1, 102, 92, 10, 18, 1, -32, -2.1, -14, 1
37) COc1ccc(C(c2c(O)nc(SC)n(C)c2=O)c2c(O)nc(SC)n(C)c2=O)cc1O
  -6, 108, 103, x, 7, 0, 16, 1.8, -2, -15
38) Cc1cc(Oc2ccccc2)nc(OCC#N)n1
  4, 104, 102, 8, 2, 1, -47, 0.2, -14, 9
39) CCOC(=O)Nc1sc(NS(=O)(=O)c2ccccc2)nc1C
  -1, 102, 107, -8, 11, -2, -33, -2.5, -2, 6
40) Cc1ccc(/C=N/NC(=O)C(NC(=O)c2ccccc2)c2n[nH]c(=O)c3ccccc23)cc1 (configuration not stated)
  -3, 84, 99, -74, 10, 0, -1, -3.2, -1, 5

Continuation.
Each structure is followed by: Phagocyt inh, PTEN del growth, bCat KO growth, E-sel TNF inh, Measles CPE, NPY-Y2 antag, BB579 growth dn, MRP-1 activ, Yeast life ext, GALR2 antag
41) CCCCNc1nc2ccccc2n1CC(=O)N1CCc2ccccc2C1
  0, 61, 73, -14, 12, 15, -12, -4.8, 1, 8
42) O=C1c2ccccc2NC(c2ccccn2)N1c1ccc(Cl)cc1 (configuration not stated)
  0, 82, 59, -19, 22, 6, -37, -3.9, -17, 3
43) Cc1ccc(-c2nc(NC(=O)c3nn(C)cc3[N+](=O)[O-])sc2C)cc1C
  -1, 1.4*, 1.6*, 100*, 4, -3, -14, -0.9, -5, -1
44) CCCCCn1c(N(C)Cc2ccccc2)nc2c1c(=O)[nH]c(=O)n2C
  1, 91, 99, 0, 15, 3, -44, 0.0, -3, -7
45) Cc1noc(C)c1S(=O)(=O)NCCCN1CCN(Cc2ccccc2)CC1
  x, 98, 96, 5, 30*, 2, -23, -3.3, -5, -11
46) COCCn1c(C23CC4CC(CC(C4)C2)C3)n[nH]c1=S
  4, 103, 94, 0, 5, 3, -43, -2.0, 8, -9
47) CCOc1ccc(-c2nc(N)ncc2Oc2ccccc2Br)c(O)c1
  0, 68, 80, -6, 1, 1, -32, -0.4, -5, -4
48) Cc1ccc(Cl)c(OCC(=O)OCC(=O)NC2CCCc3ccccc32)c1 (configuration not stated)
  -6, 86, 87, -17, 18, 2, -27, 0.5, 1, 3
49) COc1cc(CNCCc2c[nH]c3ccccc23)ccc1OCc1ccc(F)cc1
  1, 2.0*, 1.5*, -3, 5, 6, -37, -5.6, -11, 2
50) CCOc1ccc(N2C(=O)c3cccnc3C2Nc2ccc(C)c(C)c2)cc1 (configuration not stated)
  x, 86, 84, -1, 21, 3, -45, -0.9, 0, -19
51) CC(OC(=O)Cc1c(F)cccc1Cl)C(=O)NCCC1=CCCCC1 (configuration not stated)
  x, 91, 87, -14, 29, 8, -28, -1.9, 2, -1
52) O=C(NCCc1cccc(F)c1)/C(=C/c1cccnc1)NC(=O)c1ccccc1
  -2, 82, 85, -14, 15, 2, -38, -2.4, -3, -9
53) Cc1c(NCc2nc3ccccc3[nH]2)c(=O)n(-c2ccccc2)n1C
  -2, 78, 85, x, 20, 2, -14, -1.4, -4, 1
54) COc1cc(/C=N/Nc2ncc(C(F)(F)F)cc2Cl)cc(OC)c1O
  -13, 95, 93, x, 23, 0, -8, -3.1, -5, 6
55) CN1C(=O)CC(N2CCN(CC(N)=O)CC2)C1=O (configuration not stated)
  0, 97, 96, -5, -1, 2, -19, -2.4, -10, 12
56) O=C(/C=C/c1c(F)cccc1Cl)c1ccc(F)cc1
  x, 2.4*, 4.3*, x, 12, 4, -32, -6.9, -16, 16
57) COc1ccc(CNC(=O)Cn2nnc(-c3ccc(NC(=O)C4CCCCC4)cc3)n2)cc1
  -9, 76, 73, x, 11, 1, -30, -3.3, -1, -4
58) CCOc1cc(/C=N/NC(=O)Cn2nc([N+](=O)[O-])cc2C)cc(Br)c1OCc1ccccc1C
  1, 2.1*, 1.5*, 5, 7, -1, -53, -1.9, -12, 6
59) CCOC(=O)Cc1csc(NC(=S)NC(=O)c2cccc([N+](=O)[O-])c2)n1
  -4, 106, 95, x, 9, -1, -41, 3.3, 1, 8
60) CCOC(=O)c1sc(NC(C)=O)nc1C
  -3, 95, 83, -5, 8, 1, -10, -1.4, -10, -14
61) Cn1c(CNC(=O)c2ccc(F)cc2)nc2ccccc21
  -2, 95, 92, -3, 7, 1, 39, -2.3, -2, 15
